# PI4K2A block: qHTS for small molecular inhibitors of PI4K2A | Phosphatidylinositol 4-kinase type 2-alpha (Homo sapiens), Q9BTU6 | activity change, negative = inhibition, % at 76.9 µM | 0.13% of 420,000 active | AID 1346378, 2018 | purified PI4K2A, ADP-Glo luminescence, 1 h; active compounds read low; in the data active = activity change below about -50%; inconclusive = mostly about -30% to -49%;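 note: -100% = wells without enzyme as full effect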
# Target sequence (Q9BTU6 whole entry, looked up): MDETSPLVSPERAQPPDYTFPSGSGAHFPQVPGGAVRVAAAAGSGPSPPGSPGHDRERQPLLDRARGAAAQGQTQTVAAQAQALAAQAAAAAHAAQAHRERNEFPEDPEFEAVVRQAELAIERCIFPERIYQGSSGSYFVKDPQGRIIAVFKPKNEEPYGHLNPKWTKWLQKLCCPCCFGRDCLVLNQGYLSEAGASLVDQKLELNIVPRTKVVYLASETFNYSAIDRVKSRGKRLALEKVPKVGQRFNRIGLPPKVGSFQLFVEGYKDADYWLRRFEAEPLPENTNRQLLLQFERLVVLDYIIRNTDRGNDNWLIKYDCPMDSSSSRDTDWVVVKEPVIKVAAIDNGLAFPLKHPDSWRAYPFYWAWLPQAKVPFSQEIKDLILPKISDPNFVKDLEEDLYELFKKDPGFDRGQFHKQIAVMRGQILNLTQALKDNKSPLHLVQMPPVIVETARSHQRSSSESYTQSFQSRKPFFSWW
#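 ADP-Glo luminescence measured ADP generated by PI4K2A enzyme (4 ug/mL before mixing) with 1.2 mM PI substrate (pre-mix) and 300 microM ATP (pre-mix). Tris pH7.5 buffer with MgCl2, Triton X-100; 1 h reaction at ambient temperature.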
# D2 agonist: HTS Assay for Allosteric Agonists of the Human D2 Dopamine Receptor: Primary Screen for Agonists; D(2) dopamine receptor (Homo sapiens), P14416; HEK293 T-REx D2 cells, calcium flux agonist mode; activation, % at 2 µM; 0.53% of 340,000 active; AID 485358, 2010;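 active = activation over 3 SD above normal in the single-dose calcium agonist read, cut at about 30% in these data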; note: 0% is about no effect
#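 Tetracycline-induced HEK293 Trex cells with D2 receptor force-coupled to calcium signaling, plated overnight at 30 C and loaded with no-wash calcium dye. Calcium flux read kinetically for 180 s after compound addition; responses flag agonists.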
# TrxR1 substrate: qHTS Assay for Substrates of Mammalian Selenoprotein Thioredoxin Reductase 1 (TrxR1): qHTS; Thioredoxin reductase 1, cytoplasmic (Rattus norvegicus), O89049; purified TrxR1 substrate turnover, NADPH consumption readout; Potency, µM (series often up to 114 µM), for the others: at the highest dose activity change, negative = substrate turnover; 0.01% of 390,000 active; AID 588456, 2011; note: potency is the fitted concentration of half-maximal effect; % is set by controls: 0 for no effect and ±100 for the full control effect; nearly all actives have a fitted effect of over 50% in size
#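 Rat TrxR1, dispensed at 90 nM, was prereduced with 400 uM NADPH (final) for 5 min at ~22 deg C, then incubated with compound 15 min before 400 uM selenite. A first-read NADPH fluorescence drop versus no-compound background flagged substrates.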
# mIDH1 inhibitor: qHTS for Inhibitors of mutant isocitrate dehydrogenase 1 (IDH1): qHTS | Isocitrate dehydrogenase [NADP] cytoplasmic (Homo sapiens), O75874 | IDH1-R132H enzyme, NADPH consumption, diaphorase/resazurin fluorescence | Potency, µM (titrated, usually from 76.6 µM), inactives show top-dose activity change, negative = inhibition, actives largely listed as inhibitors | 0.093% of 390,000 active; note: potency is the fitted concentration of half-maximal effect; % is set by controls: 0 for no effect and ±100 for the full control effect; nearly all actives have a fitted effect of over 65% in size
# Target sequence (O75874 whole entry R132H, stated change not applied): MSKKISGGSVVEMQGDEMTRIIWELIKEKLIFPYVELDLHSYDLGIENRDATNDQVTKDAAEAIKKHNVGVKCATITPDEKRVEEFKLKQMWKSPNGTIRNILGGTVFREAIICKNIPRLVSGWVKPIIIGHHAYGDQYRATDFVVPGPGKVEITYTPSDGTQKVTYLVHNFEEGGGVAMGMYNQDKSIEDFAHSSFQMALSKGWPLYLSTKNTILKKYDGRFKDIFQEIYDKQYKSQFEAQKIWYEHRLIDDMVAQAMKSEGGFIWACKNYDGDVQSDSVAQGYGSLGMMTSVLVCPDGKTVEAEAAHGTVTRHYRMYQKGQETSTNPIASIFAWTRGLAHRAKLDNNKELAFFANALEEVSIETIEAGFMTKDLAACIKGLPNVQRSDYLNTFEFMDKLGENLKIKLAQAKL
#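 IDH1-R132H (0.5 ug/mL) preincubated 30 min with compound, then NADPH (0.016 mM) and alpha-KG (2 mM) added; 80 min at RT, pH 7.5. Remaining NADPH coupled via diaphorase/resazurin to fluorescence (540/590 nm); concentration-response curves normalized to no-enzyme control.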
# TRHR agonist: qHTS for Small Molecule Agonists and Allosteric Enhancers of Human TRH Receptor: Primary Screen for Agonists; Thyrotropin-releasing hormone receptor (Homo sapiens), P34981; TRHR cells, calcium flux fluo-8, FDSS agonist mode; activation, % at 2 µM; 0.18% of 360,000 active; in the data active = activation above about 30%; note: 0% is about no effect
#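 TRHR-expressing cells loaded with fluo-8 calcium dye; 23 nL library compound pin-transferred, kinetic FDSS fluorescence (Ex 480/Em 530) recorded about 180 s for agonist-induced calcium release, before a 10 nM TRH EC20 addition for potentiator mode.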
# TrxR1 inh: qHTS Assay for Inhibitors of Mammalian Selenoprotein Thioredoxin Reductase 1 (TrxR1): qHTS. Thioredoxin reductase 1, cytoplasmic (Rattus norvegicus), O89049. recombinant rTrxR1, NADPH fluorescence consumption, selenite substrate. Potency, µM (top dose mostly 114 µM), without a hit: at the highest dose activity change, negative = inhibition, actives largely listed as inhibitors. 1% of 390,000 active; note: potency is the fitted concentration of half-maximal effect; % is set by controls: 0 for no effect and ±100 for the full control effect; nearly all actives have a fitted effect of over 65% in size
#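 Rat TrxR1 (90 nM in the dispensed reagent) was pre-reduced with 400 uM NADPH for 5 min at room temperature, then incubated with compound for 15 min. After 400 uM selenite was added, NADPH fluorescence (Ex 340/Em 450 nm) was followed for 8 min.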
# USP1-UAF1 inh: Inhibitors of USP1/UAF1: Primary Screen; recombinant USP1/UAF1, Ub-Rhodamine cleavage fluorescence; 0.23% of 390,000 active; Ubiquitin carboxyl-terminal hydrolase 1 (Homo sapiens), O94782; Potency, µM (titrated, usually from 57.1 µM), inactives show top-dose activity change, negative = inhibition, actives largely listed as inhibitors; note: potency is the fitted concentration of half-maximal effect; % is set by controls: 0 for no effect and ±100 for the full control effect; nearly all actives have a fitted effect of over 60% in size; inactives centre near -12
#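 In this screen, compounds sit with the deubiquitinase complex (1nM) for 15 min at room temperature before Ub-Rho is added at 150nM final. Fluorescence rise is then followed for 6 reads every 60 seconds.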
# TRHR enhancer: qHTS for Small Molecule Agonists and Allosteric Enhancers of Human TRH Receptor: Primary Screen for Enhancers; TRHR cells, fluo-8 calcium fluorescence, EC20 TRH enhancement; enhancement, % at 2 µM; 0.66% of 360,000 active; in the data active = enhancement above about 30%; note: 0% is about no effect
#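 TRHR-expressing cells loaded with fluo-8 calcium dye were read kinetically (ex 480/em 530) during compound addition, then stimulated with an EC20 of TRH (10 nM final). Enhancement of the Gq-mediated intracellular calcium response was scored.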
# D2 antagonist: HTS Assay for Allosteric Antagonists of the Human D2 Dopamine Receptor: Primary Screen for Antagonists | 2% of 340,000 active | HEK293 TREx D2 cells, calcium flux, dopamine EC80 | inhibition, % at 10 µM | D(2) dopamine receptor (Homo sapiens), P14416; in the data active = inhibition above about 30%; note: 0% is about no effect
#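 In this primary screen, negative modulation is detected by tracking calcium flux after an EC80 dopamine challenge in inducible HEK293 T-REx D2 cells preexposed to test compound for 180 s.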
# Numbers without * were called inactive; ? = inconclusive; . = no result given; & = joins results of further samples; [ ] = remark or other dose. Unless noted, calls come from the whole dose curve; as a rule, active = well fitted inhibition curve with a large enough effect; inconclusive = small, poorly fitted or top-dose-only effect; inactive = no such curve, though single readings can be large or run the other way.
SMILES,PI4K2A block,D2 agonist,TrxR1 substrate,mIDH1 inhibitor,TRHR agonist,TrxR1 inh,USP1-UAF1 inh,TRHR enhancer,D2 antagonist
COc1ccc2c(CC(=O)Nc3c(C)n(C)n(-c4ccccc4)c3=O)coc2c1,5,1.0,8%[57.1 µM],8%,-1.4,29%[57.1 µM],2%,22,1
CS(=O)(=O)c1ccc(SCC(=O)NC2CCS(=O)(=O)C2)c([N+](=O)[O-])c1 (configuration not stated),3,0.0,5%[57.1 µM],5%,0.2,21%[57.1 µM],-17%,1,7
Cc1ccc(F)cc1NC(=O)CSc1n[nH]c(N)n1,0,.,11%,2%,.,22%,-19%,.,.
C/C(=N\NC(=O)c1cccc(S(=O)(=O)N2CCOCC2)c1)c1ccc(O)cc1,3,1.1,-1%,-1%,0.1,17%,-8%,1,-21
Cc1cc(Br)ccc1NC(=O)CN1C(=O)CCC1=O,3,-0.1,-5%,3%,0.0,-12%,-4%,3,2
CC(=O)c1ccc(S(=O)(=O)NCC2(N3CCOCC3)CCCCC2)cc1,0,-0.6,-4%,2%,0.7,0%,-23%,6,-25
O=c1[nH]c(=S)c2ncn(-c3ccccc3)c2[nH]1,-6,0.1,-15%,0%,0.3,?,-16%,1,5
COP(=O)(OC)c1ccc(NCc2cc(O)ccc2O)cc1,-11,.,-5%,12%,.,79µM*,?,.,.
Cc1ccc(OCC(O)CN2CCN(CCO)CC2)c(C)c1 (configuration not stated),-5,2.0,-10%,-8%,0.4,-3%,-21%,4,-8
Cc1ccc(/C=C(\C#N)C(=O)Nc2cccc(Br)c2)o1,-4,1.2,2%,.,1.5,11%,-12%,-2,.
O=C(O)CCC(=O)N1CCc2cc(S(=O)(=O)Nc3ccc4c(c3)OCCO4)ccc21,3,1.1,-3%[57.1 µM],-5%,0.3,-8%[57.1 µM],-4%,-9,-6
COc1ccc(OC)c(NC(=O)Cn2ncc3c2-c2ccccc2OC3)c1,7,0.6,5%,-4%,0.4,15%,-27%,2,.
O=C(CCC(=O)Nc1ccccc1)N/N=C/c1ccncc1,0,-0.3,1%,-6%,-0.9,11%,-24%,14,-1
CC1CCCN(C(=O)c2ccc3c(c2)OCCO3)C1 (configuration not stated),1,-0.1,6%,-8%,0.7,31%,-20%,1,-1
COc1ccc(N(C(C)C(=O)NN=C2CCCCCCC2)S(C)(=O)=O)cc1 (configuration not stated),2,-0.3,-10%,-5%,-0.1,-10%,-2%,5,6
COc1ccc(C)c2sc(N(Cc3cccnc3)C(=O)COc3ccccc3)nc12,-1,-0.2,0%[57.1 µM],-5%,0.3,11%[57.1 µM],-16%,1,.
COc1cc2c(cc1O)CC[C@@H]1[C@@H]2CC[C@]2(C)[C@@H](O)CC[C@@H]12,5&-1,1.3,17%[57.1 µM],-3%,-0.3,23%[57.1 µM],-16%,2,8
O=C(NCCC(=O)N1CCC2(CC1)NCCc1[nH]cnc12)c1cccc(Br)c1,1,-0.1,1%,-8%,0.3,16%,-23%,6,3
CN(C)S(=O)(=O)Nc1ccccc1C(N)=O,-2,0.2,31%[57.1 µM],-4%,0.2,-8%[57.1 µM],5%,3,-6
COc1ccccc1-c1noc(CCC(=O)Nc2cccc(C(F)(F)F)c2)n1,2,0.4,-9%[57.1 µM],6%,-0.1,4%[57.1 µM],-18%,11,12
CC(=O)NCc1ccc(S(=O)(=O)NC(C(=O)O)C(C)C)cc1 (configuration not stated),-2,1.2,-2%[57.1 µM],4%,0.5,13%[57.1 µM],-12%,1,12
Cc1cc([N+](=O)[O-])ccc1P(=O)(O)c1ccc([N+](=O)[O-])cc1C,0,.,4%[11.4 µM],0%,.,1%[11.4 µM],-11%,.,.
Cc1cc(C)n2nc(SCC(=O)N/N=C/c3ccc(F)cc3)nc2n1,0,0.3,2%[57.1 µM],15%,0.4,5%[57.1 µM],0%,4,1
CCn1c(SC(C)C(=O)OC)nnc1-c1c[nH]c2ccccc12 (configuration not stated),1,0.5,-3%[57.1 µM],-3%,0.0,7%[57.1 µM],-12%,1,-9
Fc1cc(F)cc(-c2c(-c3ccccc3)ncc3ccc(F)cc23)c1,-5,-1.2,-1%,1%,-0.9,?,?,-1,4

# Continued.
SMILES,PI4K2A block,D2 agonist,TrxR1 substrate,mIDH1 inhibitor,TRHR agonist,TrxR1 inh,USP1-UAF1 inh,TRHR enhancer,D2 antagonist
O=C(Cn1cc(S(=O)(=O)Cc2ccc(F)cc2)c2ccccc21)NCCc1ccccc1,-1,1.3,-7%,5%,0.7,5%,-13%,-8,.
O=C(CSc1n[nH]c(=O)n1C1CC1)NCc1ccccc1,5,-1.0,3%,3%,-0.2,11%,-5%,-7,-8
CSc1ccccc1NC(=O)c1cnc2sc(C)cn2c1=O,-1,0.9,-5%,-1%,-0.1,-3%,-5%,-4,11
O=C(Oc1cccc(Oc2ccccc2)c1)N1CCOCC1,5,-0.5,8%,3%,0.2,9%,-8%,4,41*
O=C(Nc1cccc(S(=O)(=O)N2CCOCC2)c1)c1cccc(S(=O)(=O)N2CCCCC2)c1,0,0.6,-1%,2%,0.5,16%,-23%,-3,2
COc1cc(C(=O)NCc2cccc3ccccc23)cc(Cl)c1OC,2,0.7,-10%,4%,1.5,-10%,-15%,7,-2
CN1CCN(C(=O)c2cc(Cl)ccc2NC(=O)c2ccc(Cl)cc2Cl)CC1,-4,-0.6,0%,0%,0.1,6%,-19%,3,8
Fc1ccc(NC(=S)NCCN2CCOCC2)c(F)c1F,-7,0.7,2%[57.1 µM],6%,-0.1,-6%[57.1 µM],-7%,-3,5
COc1ccc2c(c1)c(C(C)=O)c(C)n2-c1ccc(C(C)=O)cc1,-1,-0.4,-1%,9%,-0.1,2%,0%,-10,2
CCCCNc1c(NC(C)=O)c(=O)oc2ccccc12,1,1.0,-1%[57.1 µM],9%,0.8,12%[57.1 µM],-13%,-3,-8
CC(NC(=O)c1ccccc1Cl)c1ccc(-n2ccnc2)cc1 (configuration not stated),-1,.,7%,-3%,.,28%,-23%,.,.
O=C(N=c1ccn(-c2nc3ccccc3nc2NS(=O)(=O)c2ccccc2)cc1)c1cccs1,2,9.2,0%[57.1 µM],-8%,7.5,11%[57.1 µM],123%[activator],0,11
O=C(c1cc(S(=O)(=O)N2CCOCC2)ccc1F)N(Cc1nnc(-c2ccccc2Cl)o1)C1CC1,3,1.9,-3%,4%,-0.3,6%,-24%,7,-8
COc1ccccc1CNC(=O)CS(=O)Cc1nc(-c2ccc(OC)c(OC)c2)oc1C (configuration not stated),4&-4,0.1,-8%&6%,1%&5%,-0.6&-0.2,-5%&-17%,-28%&-10%,-2&12,-14
[N-]=[N+]=NC[C@H](c1ccccc1)N1CCN(Cc2ccccc2)CCC1=O,5,0.8,9%,-4%,-0.2,?,-13%,4,-19
CCn1c(=O)n(CC(=O)NCc2ccccc2OC)c(=O)c2ccccc21,-1,-1.3,1%,1%,0.0,6%,-20%,0,-15
CC(=O)N1CCN(C(=O)c2ccc(NS(=O)(=O)c3ccc(Cl)c(Cl)c3)cc2)CC1,0,.,2%,1%,.,10%,-20%,.,.
O=C1CN(C(=O)CNCc2ccccc2Cl)c2ccccc2N1,-17,0.5,5%,-6%,-0.2,-2%,-15%,-4,2
O=C(CC(Nc1ccccc1)c1ccc(F)cc1)c1ccccc1 (configuration not stated),5,-1.5,-10%,3%,-3.0,-10%,-20%,1,27
CC(C)CC(CC(C)C)=NNC(=O)c1ccc(CSc2nncn2C)cc1,-3,-0.5,8%[57.1 µM],6%,0.5,29%[57.1 µM],-12%,3,2
CNC(=O)CSc1nnc(C2CC2)n1-c1ccccc1,2,0.7,-7%,-2%,0.6,3%[57.1 µM],-26%,-12,-3
COc1cc(C2C(C(=O)OCCC#N)=C(C)NC3=C2S(=O)(=O)c2ccccc23)cc(OC)c1OC (configuration not stated),2,0.6,-6%,14%,1.0,-5%,-21%,-5,15
CC(=O)NCc1nnc2c3ccccc3c(-c3ccccc3)nn12,4,-0.9,7%,3%,0.8,6%,-6%,1,6
CCOC(=O)CC(NCc1ccc(OC)c(OCC)c1)c1ccc(C)cc1 (configuration not stated),1,-0.3,3%[57.1 µM],4%,0.7,13%[57.1 µM],-15%,5,61*

# Profiles from above. Order of values: PI4K2A block, D2 agonist, TrxR1 substrate, mIDH1 inhibitor, TRHR agonist, TrxR1 inh, USP1-UAF1 inh, TRHR enhancer, D2 antagonist
# CSc1ccccc1NC(=O)c1cnc2sc(C)cn2c1=O is entered as -1, 0.9, -5%, -1%, -0.1, -3%, -5%, -4, 11
# O=C(c1cc(S(=O)(=O)N2CCOCC2)ccc1F)N(Cc1nnc(-c2ccccc2Cl)o1)C1CC1 is entered as 3, 1.9, -3%, 4%, -0.3, 6%, -24%, 7, -8
# CC(=O)NCc1nnc2c3ccccc3c(-c3ccccc3)nn12 is entered as 4, -0.9, 7%, 3%, 0.8, 6%, -6%, 1, 6
# COc1ccccc1CNC(=O)CS(=O)Cc1nc(-c2ccc(OC)c(OC)c2)oc1C (configuration not stated) is entered as 4&-4, 0.1, -8%&6%, 1%&5%, -0.6&-0.2, -5%&-17%, -28%&-10%, -2&12, -14
# CC(C)CC(CC(C)C)=NNC(=O)c1ccc(CSc2nncn2C)cc1 is entered as -3, -0.5, 8%[57.1 µM], 6%, 0.5, 29%[57.1 µM], -12%, 3, 2

# Screening results as filed in PubChem.
